Bioassay records from PubChem.
NCF1 inh: p47phox (human) inhibition. P14598. inhibition, % at 24.7 µM. hit rate 0.53% among 220,000. p47phox/p22phox peptide binding, fluorescence polarization, 2 h;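 active means inhibition above about 30%, limit read from the data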;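 further: 0% = p47phox with labelled peptide and 100% = labelled peptide alone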
Target sequence (P14598 whole entry, looked up): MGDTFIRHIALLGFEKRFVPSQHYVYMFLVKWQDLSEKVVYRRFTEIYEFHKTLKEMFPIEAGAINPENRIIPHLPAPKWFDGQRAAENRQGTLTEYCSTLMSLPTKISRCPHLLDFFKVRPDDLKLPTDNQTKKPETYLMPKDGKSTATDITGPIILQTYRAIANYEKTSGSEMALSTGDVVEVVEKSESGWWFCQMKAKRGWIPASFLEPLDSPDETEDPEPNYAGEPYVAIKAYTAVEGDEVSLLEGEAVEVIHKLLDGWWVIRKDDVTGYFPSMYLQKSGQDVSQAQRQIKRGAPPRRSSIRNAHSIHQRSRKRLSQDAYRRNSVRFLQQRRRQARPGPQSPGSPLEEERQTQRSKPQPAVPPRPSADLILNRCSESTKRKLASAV
CHOP inh: CHOP inhibition in unfolded protein response. CHO-K1 CHOP-promoter luciferase, tunicamycin-induced, 15-18 h. inhibition, % at 10 µM. hit rate 3.8% among 220,000;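 active means compounds that reduced the stress-induced luciferase reporter signal by more than about 70% of percent inhibition, limit read from the data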;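 further: 0% = tunicamycin plus vehicle and 100% = wells without tunicamycin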
TRPML3 ag: activates the human TRPML3 channel; Q8TDD5; HEK293 TRPML3-YFP, Fluo-8 calcium fluorescence; 100% = the carbachol control signal; activation, % at 3 µM; hit rate 0.29% among 220,000; AID 1448;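 active means activation above its plate's cutoff, the mean activation of the plate's test wells plus 3 SD, cut at about 12% in these data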;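 further: 0% = DMSO only wells and 100% = carbachol wells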
Target sequence (Q8TDD5 whole entry, looked up): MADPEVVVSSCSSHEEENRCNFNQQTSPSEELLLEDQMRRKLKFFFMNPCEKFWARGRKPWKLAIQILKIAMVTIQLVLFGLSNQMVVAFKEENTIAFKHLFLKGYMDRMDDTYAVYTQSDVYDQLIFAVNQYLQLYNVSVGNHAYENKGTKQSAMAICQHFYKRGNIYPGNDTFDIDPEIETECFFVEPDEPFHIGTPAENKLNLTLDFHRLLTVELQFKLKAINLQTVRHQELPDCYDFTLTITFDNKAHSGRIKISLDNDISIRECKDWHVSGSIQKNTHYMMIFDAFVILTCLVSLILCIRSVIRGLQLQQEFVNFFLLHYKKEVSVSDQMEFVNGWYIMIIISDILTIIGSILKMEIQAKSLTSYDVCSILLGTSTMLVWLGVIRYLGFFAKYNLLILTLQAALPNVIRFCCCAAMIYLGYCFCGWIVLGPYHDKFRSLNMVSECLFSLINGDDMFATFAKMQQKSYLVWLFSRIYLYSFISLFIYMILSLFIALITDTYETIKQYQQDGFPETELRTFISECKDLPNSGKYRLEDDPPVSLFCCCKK
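Material: TRPML3-YFP stable HEK293 cells | Dosing: One concentration, 3 µM nominal, 0.3% DMSO | Timing: 125 s total fluorescence read per well | Technique: Fluo-8 calcium dye fluorescence, ex 470-495, em 515-575 nm | Measure: Percent activation from peak-to-basal fluorescence ratio, scaled between DMSO and carbachol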
Runt-SMMHC FRET: inhibitors of human RUNX1 Runt domain binding to CBFb-SMMHC | Q01196+Q13951 | Cerulean-Runt/Venus-CBFb-SMMHC FRET ratio 530/480, 1 h | inhibition, % at 20 µM | hit rate 0.74% among 220,000;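 active means mean inhibition across duplicate retests at 20 µM reaching about 50%, limit read from the data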;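 further: 0% = DMSO wells and 100% = wells with excess untagged CBFb-SMMHC; inhibitors lower the FRET ratio by blocking Runt binding to CBFb-SMMHC; some results filed as inactive read as strong as hits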
zfTRPN1 agonist: zebrafish TRPN1 (NompC) channel agonism; HEK293 zebrafish TRPN1-YFP, Fluo-8 calcium fluorescence; 100% = response to 87 µM carbachol; activation, % at 3 µM; hit rate 0.18% among 220,000; AID 1424;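 active means activation above its plate's cutoff, the mean activation of test wells on that plate plus 3 SD, cut at about 19% in these data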;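 further: 0% = DMSO alone and 100% = 87 µM carbachol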
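Material: zebrafish TRPN1-YFP in HEK293 cells; Doses: single test compound dose, 3 µM nominal, 0.3% DMSO; Timing: dye loading 1 h at 37 °C, then 30 min room temperature; Technique: intracellular calcium fluorescence with Fluo-8; Benchmarks: high carbachol 87 µM, low DMSO alone.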
PPC-1+TRAIL kill: kills PPC-1 cancer cells in the presence of TRAIL | PPC-1 cells + TRAIL, ATPLite viability luminescence | cell killing (% activity), % at 4 µM | hit rate 0.41% among 220,000;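 active means cell killing above 50% in the first pass at 4 µM, then a duplicate retest at 5 µM averaging 50% or more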;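 further: plate controls were cells with TRAIL plus DMSO for no effect and medium-only wells lacking cells for full effect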
EBV gp42 inh: EBV gp42 inhibition; AID 1085; inhibition, % (tested at 21.74 µM); Fluorescence polarization binding assay, mP read-out; hit rate 0.42% among 220,000; Q1HVG2; in the data active means inhibition above about 50%
TNF necrop inh: TNF-alpha cell death inhibition in Jurkat FADD-/- cells; Jurkat FADD-/- TNF necroptosis rescue, ATP luminescence, 24 h; 0 = TNF only, 100 = no-TNF cells; activation (protection from cell death), % at 10 µM; hit rate 0.068% among 220,000;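 active means activation, meaning protection from cell death, of at least 50% relative to plate controls; inactive means activation below 50%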;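 further: necroptosis triggered by 40 ng/mL TNF-alpha added together with compound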
Mdm2 ligase inh: inhibitors of human Mdm2 E3 ubiquitin ligase; Q00987; AID 1230; cell-based MDM2 ubiquitination luciferase reporter, 2 h; 0 = plate control, 100 = twice control, blank-subtracted; hit rate 0.11% among 210,000; signal enhancement, % at 5 µM;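 active means signal enhancement of 30% or more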;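 further: luminescence tracks abundance of the self-degrading MDM2-luciferase fusion protein; higher signal means inhibition of MDM2 E3 ligase activity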
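Test system: mammalian cells stably expressing self-ubiquitinating, self-degrading MDM2 E3–luciferase fusion; Amount: 2000 cells in each well; Medium: DMEM; Schedule: 4 h settle plus 2 h compound, 37 °C; Technique: SteadyLite luciferase luminescence after 15 min room-temperature reagent incubation; Benchmarks: plate control and blank wells.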
The depositor's hits bear a star; / = not tested or not shown.

structure	NCF1 inh	CHOP inh	TRPML3 ag	Runt-SMMHC FRET	zfTRPN1 agonist	PPC-1+TRAIL kill	EBV gp42 inh	TNF necrop inh	Mdm2 ligase inh
CO/N=C(/c1nonc1N)N1CCN(c2ccc([N+](=O)[O-])cc2)CC1	-3.2	10.6	-0.1	-7.1	1.4	-4.0	-5.0	-2.1	-3.1
O=C(CN(C(=O)c1csnn1)c1ccc(F)cc1)NCc1ccc(F)cc1	-0.5	0.0	0.5	-0.2	2.0	1.5	-9.1	-0.2	-9.0
Cc1c(N)cccc1-n1cnnn1	-1.1	-9.7	1.1	2.7	1.7	12.9	-3.3	-0.3	-23.7
COC(=O)c1cc(NC(=O)c2ccco2)ccc1N1CCOCC1	2.5	1.1	0.8	-3.0	2.2	4.0	-20.7	4.2	-11.2
CCN(CC)C(=O)CNC(=O)Cc1ccc(Cl)cc1	-3.2	19.0	0.6	-4.1	-1.3	21.2	-7.0	0.3	-6.1
COCCCNC(=O)CCn1c(=O)c2ccccc2n(CC(=O)Nc2c(C)cccc2C)c1=O	-13.2	43.4	0.6	0.3	1.0	-6.2	-14.8	0.7	-0.9
CC1CCN(C(=S)SCc2nc(N)nc(Nc3ccccc3)n2)CC1	-16.7	6.4	0.4	-14.1	-1.2	-5.0	-18.0	2.3	3.6
CC(C)Cc1cc(CN2CCC(CO)(Cc3ccccc3)CC2)[nH]n1	-9.7	-6.9	0.1	0.5	2.4	-0.1	-7.4	2.6	-11.0
Cc1cc(C)n(-c2c(F)c(F)c(COC(=O)c3ccccc3)c(F)c2F)n1	-2.8	23.6	-0.7	2.4	-2.1	-5.3	-15.9	-0.1	-0.7
Cc1ccc(-c2c[n+](=O)c3c(n2[O-])CCC3)cc1	-10.8	17.5	0.5	-3.6	-0.9	8.3	-10.6	4.1	-8.5
C/C=C(/C)C(=O)O[C@@H]1c2cc3c(c(OC)c2-c2c(cc(OC)c(OC)c2OC)[C@@H](OC(C)=O)[C@@H](C)[C@H]1C)OCO3	3.7	26.2	/	-1.9	/	-5.0	-12.3	1.1	-0.7
COc1cccc(N2CC(C(=O)Oc3ccc4ccccc4c3)CC2=O)c1 (configuration not stated)	-18.5	33.4	0.2	-2.2	0.8	-15.7	-0.3	0.4	-23.7
O=C(NC(=S)NCCN1CCOCC1)c1ccc(F)cc1	2.8	-3.1	0.9	-1.7	0.1	12.5	1.2	0.7	0.3
COc1ccc(CCNC(=O)CC2SC(=NCCC(C)C)NC2=O)cc1OC (configuration not stated)	-2.7	20.4	0.5	4.3	0.3	19.5	-16.6	2.5	-6.9
O=C(Cn1c(=O)n(Cc2ccco2)c(=O)c2cc(Cl)ccc21)NCC1CCCO1 (configuration not stated)	-2.2	29.1	-0.9	-1.1	-0.1	-9.0	-13.3	-1.1	-3.4
Cc1ccc(N2C(=O)SC(N(CC(=O)O)c3cccc(C)c3)C2=O)cc1 (configuration not stated)	-33.7	-9.8	0.1	4.4	0.0	23.6	-10.4	0.1	-15.0
Cc1ccc(CSCc2ccc(C(=O)NC3CCCC3)o2)cc1	-8.2	3.8	-1.5	2.3	-2.0	-20.7	-7.7	0.8	-31.4
Cc1cccn2c(CN3CCCN(C=O)CC3)c(C(=O)N(C)CCc3ccccc3)nc12	-2.3	-16.8	1.4	0.7	0.8	-10.6	-12.4	1.4	-5.1
CC1CC=C(c2ccccc2)C(=S)N1 (configuration not stated)	-9.8	21.9	-0.2	-6.0	-1.1	0.5	-12.2	-0.5	-30.1
CCn1c2ccccc2c2cc(N=C3SC(CC(=O)Nc4ccccc4)C(=O)N3C)ccc21 (configuration not stated)	-16.8	16.9	0.0	-0.9	0.3	19.4	-15.3	-0.4	6.2
CSc1ccc(CN(C)Cc2nc3cc(C(F)(F)F)ccc3c(=O)[nH]2)cc1	-4.1	71.0*	0.7	3.3	0.6	3.4	-8.2	1.2	6.4
CCCn1c(N)c(Sc2ccc(Cl)cc2)c(=O)n(CCC)c1=O	-7.5	64.5	-0.3	3.1	1.0	26.5	-26.1	-1.1	-2.5
C=C1/C(=C\C=C2/CCC[C@]3(C)[C@@H]([C@H](C)CCCC(C)(C)O)CC[C@@H]23)C[C@@H](O)C[C@@H]1O	-10.2	7.0	1.1	-6.2	7.4	8.1	-9.5	/	/
CC1(C)Cc2c(sc3c2c(N)nc(=S)n3Cc2ccc(Br)cc2)CO1	-14.4	31.9	0.9	2.8	0.2	4.9	-25.4	0.1	-8.2
CCC(C)NC(=S)Nc1ccc(C(=O)OC)cc1 (configuration not stated)	-5.3	-29.5	2.0	-1.8	6.4	-0.2	5.4	-1.5	/
CNC(=O)CSc1cnc2ccccc2n1	0.5	-0.4	1.4	-0.9	1.6	-14.5	-11.5	-0.5	-4.0
C=CCNC(=O)c1ccccc1NC(=O)c1ccccc1SC	-7.5	21.6	-0.1	-6.0	0.2	22.3	-13.6	1.3	-7.1
COc1ccc(NC(=O)c2oc3ccccc3c2NC(=O)c2ccco2)cc1	-4.3	25.6	1.0	4.7	-0.1	19.4	-12.3	-3.2	-18.8
C1CN(c2nc3nonc3nc2N2C[C@H]3CC[C@H]2C3)CCS1	-4.0	-4.3	1.2	-3.4	-1.1	1.7	5.0	0.0	7.2
Nn1c(SCC(=O)NCc2ccccc2)nnc1C1CC1	-25.1	-11.8	0.7	-0.5	1.4	12.3	-12.1	-2.0	-46.2
O=C(Cn1nnc2ccccc21)c1ccc(Cl)cc1	-1.1	15.7	0.1	-2.1	-0.3	2.0	-8.6	12.2	-6.0
O=C(CCl)N(Cc1ccccc1)c1ccccc1	-3.2	-82.6	0.6	-31.7	-0.5	11.7	0.0	-5.3	-8.8
Cc1cc(NS(=O)(=O)c2ccc(NC(=O)c3ccco3)cc2)no1	-2.6	-2.2	0.1	-1.6	0.7	27.2	-1.5	-1.6	11.4
COc1cc(C(C(=O)NC2CCCCC2)N(Cc2cccs2)C(=O)Cc2c[nH]c3ccccc23)cc(OC)c1OC (configuration not stated)	-11.2	44.4	-0.8	1.5	-0.8	9.5	7.0	-7.6	-9.8
CCCSc1nc(=S)n(Cc2ccccc2)c(C)c1C(C)=O	-7.9	7.0	0.9	-8.5	0.7	16.9	0.4	-5.2	13.7
CCN(CCn1cccn1)Cc1nc(-c2ccccc2)no1	-7.5	-0.1	0.5	3.2	0.5	-14.8	-12.3	-0.6	-4.9
COc1ccc(-c2oc3ccccc3c(=O)c2OC(C)=O)cc1	-17.0	26.4	-0.3	2.3	-1.8	9.6	8.9	0.0	-1.1
CC(C)(C)c1ccc(C(=O)N2CCC(C(=O)NCCC3=CCCCC3)CC2)cc1	-8.8	50.1	0.1	-3.1	1.4	-21.1	-18.2	-0.1	-7.3
Cc1ccc(SCC(=O)N2CCc3ccccc32)cc1	2.8	-16.3	0.7	-2.2	-1.5	14.5	-14.9	-0.1	0.7
CC(O)(C#CCN1CCOCC1)c1ccccc1 (configuration not stated)	-16.3	52.2	0.3	-3.5	-0.7	11.4	-2.3	-0.3	-15.1
C=CCOC(=O)C1=C(C)OC(N)=C(C#N)C1c1ccc2c(c1)OCO2 (configuration not stated)	-18.3	55.2	-0.5	4.6	0.2	29.7	-0.9	-2.8	9.8
CCOc1ccc(C(=O)Nc2c3c(nn2C(C)(C)C)CSC3)cc1OCC	-15.6	54.6	-0.9	-0.4	-0.8	-14.7	-3.8	-1.6	-5.2
FC(F)(F)c1ccc(-c2nc(=S)[nH][nH]2)cc1	-10.6	-13.7	0.7	18.0	0.7	-0.2	-3.9	-1.0	-18.1
O=C(O)CCc1nn2c3ccccc3n(CC(=O)O)c2nc1=O	-3.1	37.7	0.3	-4.2	-0.3	10.3	5.0	-0.1	-9.0
O=C(CSc1nccc(=O)[nH]1)Nc1ccc2c(c1)OCCO2	/	-31.1	-0.2	2.5	-0.3	2.9	-11.2	-0.5	/
O=C(NCc1ccncc1)/C(=N/O)c1ccccc1	-3.6	-18.1	-0.4	1.6	0.6	13.9	-5.2	0.4	-2.5
CCSc1nnc(NC(=O)c2csc3c2CCCC3)s1	-10.4	61.6	0.9	-1.7	-0.3	14.6	-10.2	0.5	0.7
COc1ccc(CNC(=O)CSCc2ccccc2Cl)cc1	1.0	1.6	-0.4	2.9	-0.7	27.8	0.6	2.0	-6.2
CN(C)/C=C/C(=O)c1ccc(F)cc1	-9.2	32.9	0.2	-2.7	1.3	3.2	-1.7	-3.4	-0.5

A different layout for part of the listing above:
SMILES: FC(F)(F)c1ccc(-c2nc(=S)[nH][nH]2)cc1
  NCF1 inh = -10.6
  CHOP inh = -13.7
  TRPML3 ag = 0.7
  Runt-SMMHC FRET = 18.0
  zfTRPN1 agonist = 0.7
  PPC-1+TRAIL kill = -0.2
  EBV gp42 inh = -3.9
  TNF necrop inh = -1.0
  Mdm2 ligase inh = -18.1
SMILES: O=C(O)CCc1nn2c3ccccc3n(CC(=O)O)c2nc1=O
  NCF1 inh = -3.1
  CHOP inh = 37.7
  TRPML3 ag = 0.3
  Runt-SMMHC FRET = -4.2
  zfTRPN1 agonist = -0.3
  PPC-1+TRAIL kill = 10.3
  EBV gp42 inh = 5.0
  TNF necrop inh = -0.1
  Mdm2 ligase inh = -9.0
